Source: PubChem (several laboratories)
HIF-2a block: inhibitors of HIF-2a; inhibition, % at 18.8 µM; 786-0 RCC cells HIF-2a reporter, luciferase luminescence, overnight; 360,000 tested, 0.72% active; AID 624352;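 active = inhibition of the luminescence signal of 40% or more relative to plate controls, in a single-dose primary screen at 18.75 µM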
Peg3 prom inh: reduces Peg3 promoter-driven luciferase expression in HeLa | 360,000 tested, 1.7% active | inhibition, % at 20 µM | HeLa PEG-Prom luciferase reporter, luminescence, overnight;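 active = inhibition of at least 50% at 20 µM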
hiPSC survival: hiPSC single-cell survival enhancement; ATPlite luminescence; 100% = ROCK inhibitor wells, 0% = DMSO; survival enhancement, % at 20 µM; 360,000 tested, 0.044% active; AID 602274; in the data active = survival enhancement above about 18%;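 note: cells exposed to compounds for 16 hours before the ATP read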
KKLEB tox: counter-screen for CF NF-kB inhibitors: cytotoxicity | KKLEB CF airway cells viability, ATPlite luminescence, overnight; hits give low values; cells stimulated with P. aeruginosa culture filtrate | activity change (cytotoxicity), % at 5 µM | 360,000 tested, 0.36% active | AID 602141;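 active = corrected activity change at or below -50% at 5 µM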
C8 TRAIL sens: caspase-8 TRAIL sensitization; NB7+C8 cells + TRAIL, ATPlite viability luminescence; inhibition (viability loss, TRAIL sensitization), % at 10 µM; 360,000 tested, 1% active;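 active = compounds causing at least 50% loss of cell viability in the single-dose screen, relative to plate controls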
MITF TRPM1 inh: reduces MITF-dependent TRPM1 promoter luciferase signal | AID 488899 | 330,000 tested, 0.83% active | SK-MEL-5 TRPM1 promoter luciferase, 24 h | inhibition, % at 12.5 µM;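 active = mean inhibition across replicates of 60% or more, whatever share of single replicates reaches that level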; note: values of inactives mirror those of a sister screen read the other way
NR2E3 ag-1: activates human NR2E3 receptor; CHO-S Gal4-NCOR/VP16-NR2E3 two-hybrid, luciferase; Q9Y5X4; AID 602229; inhibition of corepressor binding, % at 3.98 µM; 360,000 tested, 0.35% active;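 active = inhibition above the mean of all tested compounds plus 3 SD, cut at about 70% in these data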;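 note: 0% = DMSO with NR2E3 transfected cells and 100% = cells lacking NR2E3 construct; higher means lower luciferase signal from less NR2E3 corepressor binding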
Target sequence (Q9Y5X4 whole entry, looked up, the tested form may be a part): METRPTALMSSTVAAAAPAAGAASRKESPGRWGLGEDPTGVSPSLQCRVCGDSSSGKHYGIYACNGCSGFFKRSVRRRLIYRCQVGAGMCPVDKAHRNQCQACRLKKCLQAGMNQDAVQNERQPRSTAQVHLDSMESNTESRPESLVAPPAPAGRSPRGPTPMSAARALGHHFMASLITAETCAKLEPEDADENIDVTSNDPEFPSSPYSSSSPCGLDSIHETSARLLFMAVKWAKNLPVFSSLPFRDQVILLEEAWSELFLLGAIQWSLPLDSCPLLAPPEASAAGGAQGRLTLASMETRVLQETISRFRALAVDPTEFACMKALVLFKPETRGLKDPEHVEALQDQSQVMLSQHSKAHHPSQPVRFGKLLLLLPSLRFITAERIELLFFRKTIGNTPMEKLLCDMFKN
Shn3 inh set2: Schnurri-3 reporter inhibition in Clone20 osteoblasts. inhibition, % at 12.5 µM. Clone20 osteoblast Shn3 3'UTR firefly luciferase, 24 h. 360,000 tested, 0.52% active;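 active = mean inhibition of at least 75% with every replicate also reaching 75%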;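 note: 0% = median of neutral control wells and 100% = pilot-screen positive control compound; some compounds past the cut are filed as inactive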
NR2E3 ag-2: NR2E3 (human) agonism; GST-NR2E3/biotin-RetCOR TR-FRET, 1536-well; inhibition of corepressor binding, % at 4.78 µM; 320,000 tested, 0.12% active; AID 2300;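 active = percent inhibition above the cutoff of mean plus 3 SD of all tested compounds, set per screening campaign, cut at about 20% in these data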;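 note: 0% = DMSO wells and 100% = biotin wells as full block of FRET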
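Material – GST-tagged NR2E3 plus biotinylated RetCOR corepressor · Quantity – NR2E3 fusion 1.35 nM · Times – 5 h incubation at 4 °C · Medium – pH 7.5 Tris-based buffer · Technique – TR-FRET, Eu(K)-anti-GST donor, streptavidin-D2 acceptor, ex 340, em 617/671 nm · Benchmarks – high control biotin, low control 0.6% DMSO · Format – 1536-well plates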
LMP1 NFkB inh: Epstein-Barr LMP1 NF-kappaB reporter inhibition | LMP1-induced NF-kappaB luciferase reporter cells, luminescence | inhibition, % at 12.5 µM | 350,000 tested, 0.69% active | AID 504558; in the data active = inhibition above about 41%;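 note: 0% = neutral control wells and 100% = reference inhibitor control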
CF NFkB inh: cystic fibrosis NF-kB activation inhibition; KKLEB NF-kB-GFP reporter, PAF-induced, GFP fluorescence overnight; inhibition, % at 5 µM; 360,000 tested, 0.86% active;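 active = at least 50% inhibition at 5 µM, scaled per plate between neutral and stimulator controls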;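 note: PAF is a Pseudomonas aeruginosa culture filtrate used as stimulus; plate controls were PAF-stimulated DMSO wells for no effect and unstimulated DMSO wells for full effect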
* marks the source's active call; other numbers are inactive results; nt = not tested or not shown.

SMILES | HIF-2a block | Peg3 prom inh | hiPSC survival | KKLEB tox | C8 TRAIL sens | MITF TRPM1 inh | NR2E3 ag-1 | Shn3 inh set2 | NR2E3 ag-2 | LMP1 NFkB inh | CF NFkB inh
CON(C)c1nc(NCC(C)C)nc(OCC#N)n1 | 7 | 8 | 9.3 | -12 | -17 | 0 | -5 | -3 | -3 | 8 | -5
CC(=O)N(C1=C(O)c2ccccc2C(=O)C1=O)C1CCCCC1 | 4 | 10 | 0.4 | 6 | 35 | -3 | -9 | 4 | 4 | -1 | 4
Cc1nn(CC(=O)N2CCOCC2)c(=O)c2nn(-c3ccccc3)c(C)c12 | -2 | 10 | -0.4 | 2 | -14 | -13 | -22 | -12 | -2 | -9 | 0
COC(=O)c1c(-c2ccccc2)c(-c2ccccc2)nn(C)c1=O | 18 | 9 | -0.1 | -1 | 3 | 3 | -2 | -4 | 6 | 3 | 8
CCN(c1ccccc1)S(=O)(=O)c1ccc(OC)c(NC(=O)c2cccs2)c1 | 20 | 24 | -0.6 | -4 | -5 | 6 | -1 | 0 | 3 | -1 | 7
Cc1ccc(C(=O)NCCNC(=O)c2ccco2)cc1C | -2 | 1 | 0.7 | 5 | -14 | -4 | 0 | -2 | 1 | -3 | -1
COCCOc1ccc(C(F)(F)F)cc1NC(=O)c1ccc(F)cc1 | -3 | 0 | -1.0 | 6 | -3 | -2 | -23 | 4 | -1 | 0 | -20
CCn1cc(C2=NOC(C(=O)O)C2)c(C)n1 (configuration not stated) | 3 | 8 | -0.8 | -8 | -4 | -12 | -26 | 8 | 2 | -11 | 4
N#Cc1ccccc1NC(=O)COC(=O)COc1ccccc1[N+](=O)[O-] | 6 | 10 | -0.5 | -1 | 17 | 8 | -22 | 9 | -3 | -2 | -8
CCN(CC)S(=O)(=O)c1csc(C(=O)NCc2ccccc2)c1 | 2 | 16 | -2.2 | -7 | 9 | 2 | -16 | 10 | 0 | -6 | -3
COc1ccc(NC(=O)c2cc3ccccc3o2)cn1 | -302 | -274 | 0.0 | 12 | 14 | -104 | -38 | -89 | 0 | -27 | -16
COc1ccccc1C(=O)NCC(=O)N/N=C(\C)Cc1ccccc1 | 14 | -23 | 0.1 | 1 | 4 | 10 | -13 | 12 | 4 | -8 | 10
Cc1cc(NC(=O)CCC(=O)N(CC(C)C)C(C(=O)NC(C)(C)C)c2ccccc2Cl)no1 (configuration not stated) | 23 | 1 | 0.9 | 2 | 15 | 8 | 13 | 0 | 6 | -1 | -9
Cc1cccc(CCNC(=O)CCNS(=O)(=O)c2cc(Br)cnc2N)c1 | 8 | 18 | -0.3 | -1 | 8 | -4 | -3 | 10 | -1 | 10 | 19
CCOc1ccc(S(=O)(=O)Nc2nc3ccccc3nc2-n2ccc(=NC(=O)c3ccccc3C)cc2)cc1 | 9 | 18 | -0.4 | 11 | -4 | 1 | -2 | -6 | -1 | 4 | 4
c1ccc2c(Nc3ccc4c(c3)OCCO4)c3c(nc2c1)CCCC3 | 25 | 17 | -2.6 | -22 | 5 | 4 | -50 | 38 | 5 | -6 | 18
CCCN(CCC)C(=O)C1CCCN(S(=O)(=O)c2ccc3c(c2)oc(=O)n3C)C1 (configuration not stated) | 11 | 16 | -0.5 | 11 | -18 | 8 | -4 | -6 | 4 | -3 | -24
COC(=O)c1ccn(CSc2cc(Cl)ccc2Cl)n1 | -9 | -2 | -2.6 | 21 | 8 | -11 | 10 | 2 | 0 | 6 | -7
CCOC(=O)C1CCCN(C(=O)C2CCN(C(=O)Nc3ccccc3)CC2)C1 (configuration not stated) | -7 | -14 | 0.2 | 17 | -2 | -10 | -33 | -13 | 0 | -7 | -32
COc1ccc(N2CC(C(=O)Nc3ccc(S(=O)(=O)Nc4nccs4)cc3)CC2=O)cc1 (configuration not stated) | 14 | 17 | 0.4 | -1 | 8 | -2 | 1 | -7 | 3 | 8 | 13
CCC(=O)NC(NC(=S)Nc1c(C)n(C)n(-c2ccccc2)c1=O)C(Cl)(Cl)Cl (configuration not stated) | 21 | 8 | 0.6 | 0 | 2 | 4 | -5 | -16 | 1 | -1 | 6
Nc1nc(-c2ccco2)nn1C(=O)c1ccc([N+](=O)[O-])cc1 | -9 | 9 | 2.2 | 7 | -2 | -6 | 39 | -7 | 2 | -5 | 6
Cc1c(CN2CCC(n3nccc3NC(=O)C3CCOC3)CC2)[nH]c2ccccc12 (configuration not stated) | 3 | 12 | -0.5 | 10 | 5 | 7 | -2 | -7 | nt | -2 | -2
Fc1ccc2nc(Nc3nc4c(F)cc(F)cc4s3)sc2c1 | -208 | -150 | -1.0 | -28 | 5 | -7 | -46 | -21 | 0 | -10 | 31
O=C(CSc1c2c(nc3cc(Cl)ccc13)CCCC2)NCCN1CCOCC1 | 8 | 5 | -4.9 | 18 | 4 | 10 | -13 | -24 | 5 | 0 | 3
Cc1noc(C)c1S(=O)(=O)N1CCCCC1c1cc(C(=O)Nc2cccc3c2CCCC3)no1 (configuration not stated) | 4 | 9 | 1.1 | 9 | -5 | nt | -42 | 23 | nt | nt | 0
Cc1cc(O)c(/C=N/c2ccccn2)c(=O)o1 | 12 | -1 | -7.1 | 7 | -14 | -7 | 0 | 3 | 3 | -1 | -15
CS(=O)(=O)N(CC(=O)NCCSCc1ccco1)c1ccc(Cl)cc1 | 5 | -3 | -0.2 | 6 | 16 | -1 | -35 | 4 | -2 | 9 | -4
CCOc1ccc2[nH]c(=O)c(CN(Cc3cccs3)Cc3nnnn3C(C)(C)C)cc2c1 | 4 | 19 | -1.9 | -2 | 6 | 17 | 3 | 58 | 6 | 7 | -15
O=C(NNC(=O)c1ccccc1[N+](=O)[O-])c1csc(N2CCOCC2)n1 | 8 | 5 | 0.2 | -4 | -5 | 11 | -19 | -13 | -2 | -6 | 6
O=C(O)CC(NS(=O)(=O)c1ccc2c(c1)OCCO2)c1ccccc1[N+](=O)[O-] (configuration not stated) | 17 | 13 | 0.6 | -8 | 2 | 13 | 1 | -2 | nt | 3 | 21
CCOc1ccc(/C=N/NC(=O)c2ccccc2NC(=O)c2ccc(OC)cc2)cc1 | -129 | -142 | -1.6 | -44 | 76* | -30 | -30 | -39 | -2 | 14 | -2
O=C(Nc1ccccc1)C(=O)Nc1ccccn1 | -85 | -16 | -2.6 | 6 | 49 | 14 | -109 | -38 | 2 | 32 | 10
CC(=O)c1cccc(NC(=O)N2CCCC2C(=O)Nc2cc(C)ccc2C)c1 (configuration not stated) | 17 | 25 | -1.2 | -3 | -10 | 4 | 0 | 11 | 0 | -9 | -4
CCc1c(C(=O)Nc2ccccc2)c(C)[nH]c(=S)c1C#N | 1 | 18 | -0.4 | 4 | 7 | 11 | -4 | 5 | 30* | -5 | -3
Cc1ccccc1-c1noc(-c2ccccc2F)n1 | -376 | -323 | 0.1 | 17 | 14 | -101 | -44 | -125 | -2 | -38 | -3
CCOc1ccccc1Oc1c(C)oc2cc(OC(=O)c3ccco3)ccc2c1=O | 1 | -8 | -0.5 | 4 | 1 | -5 | -10 | -24 | 1 | 0 | -3
COc1cccc(NC(=S)NNC(=O)C(C)n2nc(C)c([N+](=O)[O-])c2C)c1 (configuration not stated) | -4 | 3 | 1.9 | 0 | -1 | 0 | -28 | -22 | 0 | 1 | 7
COc1ccc(C(=O)Nc2ccccc2C(=O)NCc2ccco2)cc1OC | 5 | 20 | 2.2 | -4 | -14 | -6 | 2 | 12 | -1 | 5 | -6
Cn1c(SCc2nc(-c3ccc(Cl)cc3)no2)nnc1-c1cccs1 | -26 | 2 | -0.9 | 10 | -5 | 3 | -24 | -3 | -3 | -8 | 9
CCS(=O)(=O)N1CCCC(C(=O)NCCc2ccc(C)cc2)C1 (configuration not stated) | 14 | 7 | 0.8 | 1 | -6 | -2 | 6 | -9 | 0 | -7 | 7
COc1ccccc1C1NC(c2ccccc2OC)C(C)C(=O)C1C (configuration not stated) | 14 | 27 | -1.7 | -11 | -13 | 3 | 20 | 3 | 3 | -10 | 2
CCOc1ccc(N(CC(=O)NC2CC3CCC2C3)S(=O)(=O)c2ccc(C)cc2)cc1 (configuration not stated) | 22 | 26 | 2.4 | -6 | 4 | 9 | -7 | 17 | -1 | 6 | 26
CC1(C)Cc2c(c(-c3ccco3)nc3n[nH]c(N)c23)CO1 | 15 | 29 | 3.5 | 10 | -6 | -9 | 33 | 2 | 1 | -3 | 2
COC(=O)c1ccc(C)c(NC(=O)CCSc2ccc(Cl)cc2)c1 | 20 | 14 | 5.0 | -4 | -9 | 2 | 2 | 1 | 3 | -2 | 4
COc1ccc(CC(=O)Nc2nc(-c3cccnc3)cs2)cc1 | -14 | -18 | 0.8 | -2 | 2 | 1 | -10 | -7 | -2 | 2 | 14
Cc1ccc(CN2CCN(Cc3cn(C(C)C)c4ccccc34)CC2CCO)o1 (configuration not stated) | 20 | -1 | -0.5 | -1 | -13 | -4 | -13 | 15 | 1 | -6 | -14
COCCCN(C(=S)Nc1cccc(Cl)c1)C(C)c1ccncc1 (configuration not stated) | 17 | 7 | 1.9 | -4 | -5 | 8 | -11 | -8 | -3 | 12 | -1
COc1ccc(NC(=O)CCc2nc3ccccc3[nH]2)cc1 | -2 | -3 | -0.4 | 9 | 2 | -17 | 14 | -11 | 2 | -3 | 9
CN(C)Cc1c(C(=O)N/N=C/c2ccc(-c3ccccc3)cc2)nnn1-c1nonc1N | -5 | -5 | -0.1 | 2 | -12 | 12 | -7 | 8 | 3 | -2 | -11
CC(=O)Nc1ccc(NC(=O)C(C)OC(=O)C2CCCCC2)cc1 (configuration not stated) | 10 | 4 | 1.0 | -1 | -12 | -7 | 14 | 4 | 4 | 1 | -2
COCCCN(C(=O)c1ccc(N2CCCC2=O)cc1)c1c(N)n(Cc2ccccc2)c(=O)[nH]c1=O | 22 | -6 | 0.9 | 4 | 6 | 6 | -31 | -4 | 7 | -1 | -5

4 of these compounds, set out differently.
SMILES	HIF-2a block	Peg3 prom inh	hiPSC survival	KKLEB tox	C8 TRAIL sens	MITF TRPM1 inh	NR2E3 ag-1	Shn3 inh set2	NR2E3 ag-2	LMP1 NFkB inh	CF NFkB inh
COCCCN(C(=S)Nc1cccc(Cl)c1)C(C)c1ccncc1 (configuration not stated)	17	7	1.9	-4	-5	8	-11	-8	-3	12	-1
COc1ccc(NC(=O)CCc2nc3ccccc3[nH]2)cc1	-2	-3	-0.4	9	2	-17	14	-11	2	-3	9
CN(C)Cc1c(C(=O)N/N=C/c2ccc(-c3ccccc3)cc2)nnn1-c1nonc1N	-5	-5	-0.1	2	-12	12	-7	8	3	-2	-11
CC(=O)Nc1ccc(NC(=O)C(C)OC(=O)C2CCCCC2)cc1 (configuration not stated)	10	4	1.0	-1	-12	-7	14	4	4	1	-2

These rows are one share of the data. The share of hits here may be higher or lower than overall.
